Source: PubChem
HIV RNase H inh – blocks HIV-1 RNase H cleavage of RNA/DNA duplex | RT-RNase H RNA/DNA duplex cleavage, fluorescence | inhibition, % at 10 µM | actives 1.9% (n = 65,000); in the data active means inhibition above about 50%
RmlC RmlD mix – inhibitors of RmlC and RmlD coupled enzymes. RmlC/RmlD coupled enzyme inhibition, 384-well mixture HTS. inhibition, % at 5.5 µM. actives 0.39% (n = 110,000). AID 1532; in the data active means inhibition above about 30%, passing the limit was not always enough; inconclusive means no clear call, values can overlap the other calls; further: strong numbers were not always called active
An asterisk follows results filed as active; u = inconclusive; x = not tested or not shown; + = active, no number; & = joins results of further samples.

Compound	HIV RNase H inh	RmlC RmlD mix
COc1ccc(/C=C/C(=O)c2sc(-c3ccc(Cl)cc3)nc2C)cc1	x	-11
CC(=O)c1cc2c(cc1NC(=O)c1cc3nc(C(C)C)cc(C(F)(F)F)n3n1)OCO2	0	3
CCCCc1n[nH]c2c1C(=O)CC(C)(C)C2	-2	-44
Cc1sc2ncnc(N(C)Cc3cccs3)c2c1C	x	-11
CC(Nc1nc(N2CCCC2)nc2ccccc12)c1ccccc1 (centres undefined)	-13	9
O=c1c2ccccc2nc(-c2ccco2)n1CCCn1ccnc1	2	-8
C=CCn1c(O)c(C(CC)=Nc2ccccc2NC(=O)CC)c(=O)[nH]c1=O	-4	3
C=C1CCN([C@@H](C)C(=O)NCc2cc(OC)c(OC)c(OC)c2)S(=O)(=O)c2ccccc21	x	4
CCCS(=O)(=O)N1CCC(C(=O)NCCCOC(C)C)CC1	-17	x
CCOc1cccc(Nc2cc3n(c(=O)n2)CCc2cc(OC)c(OC)cc2-3)c1	x	10
COC(=O)c1ccc(N(CC(=O)NC2CCCC2)C(=O)CNC(=O)c2ccco2)cc1	-10	8
CCC(=O)Nc1nc(C)c(-c2csc(Nc3ccc(S(=O)(=O)Nc4cc(C)on4)cc3)n2)s1	x	-10

Complete entries as entered above. Order of screens: HIV RNase H inh	RmlC RmlD mix
`C=CCn1c(O)c(C(CC)=Nc2ccccc2NC(=O)CC)c(=O)[nH]c1=O` across the screens: -4	3
`CCC(=O)Nc1nc(C)c(-c2csc(Nc3ccc(S(=O)(=O)Nc4cc(C)on4)cc3)n2)s1` across the screens: x	-10

The results go on.
Compound	HIV RNase H inh	RmlC RmlD mix
N=c1c2c(n(Cc3ccc(Cl)cc3)c3c1CCC3)CCC2	-2	5
COc1ccc(-c2cc3nc(C)cc(C)n3n2)c(OC)c1	-10	x
COc1cc(S(=O)(=O)NCc2cccnc2)ccc1F	x	1
O=C(CCn1c(=O)oc2ccccc21)Nc1ccon1	-26	6
CC(C)(C)NC(=O)c1ccnc(C(C)(C)C)c1	x	9
CCCCCOc1ccc(C(=O)NCC2(c3ccccc3)CCOCC2)cc1	x	-9
CC12CN(Cc3ccccc3)CC(C)(CN(Cc3ccccc3)C1)C2=NO	-1	4
NC(=O)c1cc[n+](CC2=C(C(=O)O)N3C(=O)[C@@H](NC(=O)C(c4ccccc4)S(=O)(=O)[O-])[C@H]3SC2)cc1 (some centres undefined)	x	-6
CCc1nc(NCCCN2CCOCC2)c2oc3ccccc3c2n1	-3	12
CC1=C(N2CCOCC2)CCC1=O	x	6
Cc1cc(C)cc(NC(=O)CN(C)S(=O)(=O)c2cccc3nsnc23)c1	-14	-7
CCC(=O)NC(=S)NNC(=O)c1ccc([N+](=O)[O-])cc1	x	7

Compound	HIV RNase H inh	RmlC RmlD mix
CCn1c(C2CC(=O)N(c3ccc(C)c(C)c3)C2)nc2ccccc21 (centres undefined)	0	-16
CCOC(=O)N1CCC(Nc2c(Nc3cccc(CC)c3)c(=O)c2=O)CC1	4	12
Cc1sc2nc(C(C)(C)C)oc(=O)c2c1C	x	12
CC(C)n1c(N2CCN(C(=O)Nc3ccc(F)cc3F)CC2)nc2ccccc21	x	-5
CCOC(=O)c1cnc2ccc(C(=O)OC)cc2c1NCCN1CCOCC1	-19	8
O=C(Nc1cccc2ncccc12)c1ccc(-c2ccc(Cl)cc2Cl)o1	x	-346
O=C(c1cnn2ccccc12)N(Cc1ccco1)C1CCCC1	-34	2
O=C(CSc1nnc(-c2ccccc2)n1C1CCCCC1)N1CCCC1	0	-3
N#Cc1ccc2ccn(CC(=O)NCc3ccco3)c2c1	x	-14
O=C(Nc1ccccn1)C1COc2ccccc2O1 (centres undefined)	x	-1
N#CCSc1nnc2ccc3ccccc3n12	-14	4
S=C(c1cn(CCOc2ccccc2)c2ccccc12)N1CCCC1	x	-14

Compound	HIV RNase H inh	RmlC RmlD mix
COC(=O)c1ccc(C2NC(=S)N(c3ccccc3)C(C)=C2C(=O)Nc2ccccc2OC)cc1 (centres undefined)	x	-11
Cc1cc2c(C(C)C)c(O)c(O)c(C=O)c2c(O)c1-c1c(C)cc2c(C(C)C)c(O)c(O)c(C=O)c2c1O	x	-9&7
Cc1ccc(-c2nnn(CC(=O)N(CCO)C(C(=O)NC(C)(C)C)c3ccncc3)n2)cc1 (centres undefined)	-5	-13
Cc1ccc(CNC(=O)C2CCN(S(=O)(=O)c3c(C)noc3C)CC2)cc1	0	-6
O=C(N/N=C/c1cc([N+](=O)[O-])ccc1N1CCNCC1)c1ccc([N+](=O)[O-])cc1	x	-3
COCCn1c(N)c(C(=O)NCC2CCCO2)c2nc3ccccc3nc21 (centres undefined)	-7	87
N#CC(C#N)=c1ccc2c(c1)N1C3=C(CCCC3)CC3CCCCC31N=2 (centres undefined)	1	-18
COc1ccc(C(=O)Oc2ccc(=O)n(-c3ccccc3)n2)cc1	x	3
Cc1nn(-c2ccccc2)c(Cl)c1C(=O)NCCCCNC(=O)c1c(C)nn(-c2ccccc2)c1Cl	x	-7
COCCNC(=O)c1onc(CSc2ccc(C)c(C)c2)c1C(=O)O	x	9
O=C(O)C1=C[C@H](c2ccc(F)cc2)C[C@H](OCCCCO)O1	x	2
CC(C)(C)c1ccc(C(=O)Nc2ccc(NC(=O)c3ccco3)cc2)cc1	x	1

Reformatted with each value named: two of the compounds above
canonical_smiles: CC(C)(C)c1ccc(C(=O)Nc2ccc(NC(=O)c3ccco3)cc2)cc1
  HIV RNase H inh: x | RmlC RmlD mix: 1

canonical_smiles: COC(=O)c1ccc(C2NC(=S)N(c3ccccc3)C(C)=C2C(=O)Nc2ccccc2OC)cc1 (centres undefined)
  HIV RNase H inh: x | RmlC RmlD mix: -11

Next records
Compound	HIV RNase H inh	RmlC RmlD mix
CC(=O)Oc1ccc2ccc(=O)oc2c1	x	+
c1ccc(-c2n[nH]c(-c3ccccn3)n2)cc1	x	32
COC/C=C/C1=CC2=CC(=O)C(C)(OC(=O)c3cnc4ccccc4n3)C(=O)C2=CN1CC(C)C (centres undefined)	x	-15
COc1ccc(CNC(=O)OCCN2CCN(S(=O)(=O)c3ccc(C)cc3)CCC2=O)cc1	x	7
COc1ccc(Cl)cc1C(=O)Nc1ccccc1N1CCN(C(=O)C(C)C)CC1	4	-16
Cc1ccn(C(CC(=O)c2ccc(Br)cc2)C(=O)O)n1 (centres undefined)	x	-13
Cc1ccc(S(=O)(=O)Nc2ccc3c4c(cccc24)CC3)c(C)c1	x	-11
Cc1cccc(OCCC(=O)OCC(=O)N2CCc3ccccc32)c1	-62	8
O=c1[nH]c(=O)n(CCC2=CCCCC2)c(O)c1C=NCc1cccnc1	-6	-8
O=C(Nc1ccc2c(c1)nc1n2CCCCC1)c1cc(S(=O)(=O)N2CCOCC2)ccc1Cl	-14	1
CC1(C(=O)NC2CCCC2)CCC(=O)N1Cc1ccc2c(c1)OCO2 (centres undefined)	3	u
CC1=C(C(=O)OCc2ccc3c(c2)OCO3)C(c2ccc(Cl)cc2)NC(=O)N1 (centres undefined)	-43	16

Compound	HIV RNase H inh	RmlC RmlD mix
Brc1ccccc1OCCOCCOc1cccc2cccnc12	x	9
O=C(Cn1c(=O)oc2ccccc21)N1CCN(c2ccc(N3CCOCC3)nn2)CC1	-6	19
O=C(NC1c2ccccc2-c2ccccc21)N1CCCCC1	-7	124
c1ccc(CNc2ncnc3c2cnn3-c2ccccc2)cc1	-7	-22
Nc1nc(CSc2nc3ccccc3s2)nc(N2CCCCC2)n1	27	5
C=C(C)COc1ccc2c(C)c(C)c(=O)oc2c1OCC(=C)C	-13	x
O=C(C(NS(=O)(=O)c1cccc2nsnc12)c1ccccc1)N1CCN(c2ccccc2)CC1 (centres undefined)	x	-8
COc1ccc(S(=O)(=O)N(CC(=O)NCCCN(C)C)c2ccc(C)cc2)cc1OC	6	-6
Cc1cc(NC(=O)CSc2cn(C)c3ccccc23)no1	-15	10
CC(C)c1ccc2c(c1)C(=O)NC(C)(C)C2	-11	-36
COc1ccc(-c2cc3nc(C4CCN(C(=O)OC(C)(C)C)CC4)c(C(=O)O)cn3n2)cc1	-12	28
Cc1ccc(-c2nc3ncccc3o2)cc1NC(=O)COc1ccccc1	x	-12

Compound	HIV RNase H inh	RmlC RmlD mix
Cc1ccc2nc(SCC(=O)NCc3ccco3)c(C#N)cc2c1	32	11
COc1ccc(-c2[nH]nc3c2C(c2ccoc2)C(C#N)=C(N)O3)cc1 (centres undefined)	x	11
CCOc1ncccc1C(=O)Nc1cccc(C(=O)Nc2cccc(S(=O)(=O)CCO)c2)c1	-11	-8
Cc1oc(-c2ccccc2)nc1CS(=O)CC(=O)N1CCc2ccccc2C1 (centres undefined)	-13	-5
Cc1cc(C(=O)N2CCC(Cc3ccccc3)CC2)ccc1[N+](=O)[O-]	x	-4
CCN1C(=O)N[C@@H](CCc2ccccc2)[C@@H](C(=O)OC)[C@H]1C	x	6
CC1(C)Cc2c(cnn2-c2ccccc2)C(=O)/C1=N\NC(=O)c1ccncc1	x	4
O=C(c1ccco1)N1CCN(C(c2ccccc2F)c2nnnn2CC2CCCO2)CC1 (centres undefined)	-3	-2
Cc1cc(N2CCOCC2)nc(SCC(=O)c2ccccc2)n1	-7	4
O=C(CSc1nnc(-c2ccccc2O)o1)Oc1ccc(OCc2ccccc2)cc1	37	7
CCCN1C(=O)/C(=C2\SC(N3CCCCC3)=NC2=O)c2ccccc21	-6	9
CC(=O)Nc1ccc(S(=O)(=O)N2CCSC2c2ccc(C)cc2)cc1 (centres undefined)	-3	-15

Compound	HIV RNase H inh	RmlC RmlD mix
CCNc1ccc(Br)cc(C(=O)/C=C/c2ccccc2Cl)c1=O	x	7
COC(=O)c1[nH]c2cccc(C)c2c1NC(=O)CN1CCN(c2ccccc2OC)CC1	2	1
CCn1c(SCC(=O)Nc2ccc(S(=O)(=O)Nc3onc(C)c3C)cc2)nnc1-c1ccccc1	x	-2
NC(=O)CNC(=O)[C@@H]1CC2(CC(c3cccc(Br)c3)=NO2)CN1C(=O)c1ccc(Br)cc1 (some centres undefined)	x	6
CCCC(=O)Nc1cc(C)c(NC(=O)C23CC4CC(CC(C4)C2)C3)cn1	2	10
O=C1OCCC1Sc1nnc(-c2ccc(O)cc2)o1 (centres undefined)	x	7
CCOC(=O)N1CCN(C(=O)CC(C(=O)N2CCc3ccccc32)n2ccnc2)CC1 (centres undefined)	-4	-86
Cc1c(-c2ccc(F)cc2)[n+](=O)c(-c2ccc(F)cc2)c(C)n1[O-]	x	7
Cc1ccc(-c2csc3ncnc(NCCN4CCOCC4)c23)cc1	x	-28
c1cc2c(cc1C1CCCCC1)c1c3n2CCN=C3CCC1	x	-8
CC(CCc1ccc(O)cc1)N(C)CCc1ccccc1 (centres undefined)	2	1
CC(C)CCNC(=O)c1cccc(Cl)c1	-14	x

Compound	HIV RNase H inh	RmlC RmlD mix
Cc1ccc(CNC(=O)C(=O)NCCCn2ccnc2)cc1	x	4
O=C(Nc1cccnc1)c1cccnc1	-9	-37
COc1ccc(OC)c(N(CC(=O)NCc2ccncc2)S(C)(=O)=O)c1	x	9
O=C(NC1CCSC1=O)c1ccc(Oc2ccc(F)cc2)nc1 (centres undefined)	x	-13
CC1(C)c2ccccc2N2CCC(=O)NC21/C=C/c1ccco1 (centres undefined)	-3	0
COc1ccc(NC(=O)CC2C(=O)N(c3ccc(OC)cc3)C(=O)N2CCN2CCN(C)CC2)cc1 (centres undefined)	-7	8
COc1ccc(NC(=O)Cn2nnc(C(=O)NCc3ccccc3OC)c2N)cc1Cl	2	1
Cn1ccnc1SCC(=O)Nc1cccc(O)c1	x	-9
CC(Sc1nnc(-c2ccc(Cl)cc2Cl)n1Cc1ccccc1)C(=O)Nc1nccs1 (centres undefined)	x	5
CCOC(=O)Cn1nnnc1CN(Cc1cccs1)Cc1cc2cc(C)ccc2[nH]c1=O	x	-5
COC(=O)Cc1cc(=O)n(-c2nc3ccccc3s2)[nH]1	-2	-4
COc1ccc(CCN2C(=O)CC(N3CCN(c4ccccn4)CC3)C2=O)cc1OC (centres undefined)	-3	4

Fetched one by one from the list above, two records:
Compound	HIV RNase H inh	RmlC RmlD mix
O=C(NC1CCSC1=O)c1ccc(Oc2ccc(F)cc2)nc1 (centres undefined)	x	-13
CC(Sc1nnc(-c2ccc(Cl)cc2Cl)n1Cc1ccccc1)C(=O)Nc1nccs1 (centres undefined)	x	5

More results.
Compound	HIV RNase H inh	RmlC RmlD mix
O=C(OCc1ccc2c(c1)OCO2)c1cccc(S(=O)(=O)N2CCCCC2)c1	x	2
CC1CCCN(C(=O)C2CCN(S(=O)(=O)c3cccc4cccnc34)CC2)C1 (centres undefined)	-16	6
CCOC(=O)N1CCC(NC(=O)C(CC(C)C)NC(=O)C2CCCCC2)CC1 (centres undefined)	1	3
NC(=O)CN1CCOCCOCCN(CC(N)=O)CCOCCOCC1	x	-16
CCOC(=O)/C(C#N)=C1/C=Cc2ccccc2N1CC	-18	-5
c1cn(C23CC4CC(CC(C4)C2)C3)cn1	-9	-4
O=C1NC(=O)C(CCc2ccncc2)(c2ccccc2)C(=O)N1	-2	-15
O=C(/C=N/O)Nc1ccc(F)cc1	4	4
CCOc1ccc(C(=O)Nc2cc(C)c3c(=O)oc4ccccc4c3n2)cc1	65*	10
COc1ccc(C(=O)N=c2sc3c(C)ccc(OC)c3n2C)cc1	x	-1
O=C(c1cc(-c2ccc(Cl)c(Cl)c2)on1)N1CCCC1	22	-13
O=C(NC1CC2CCCC(C1)N2S(=O)(=O)c1ccccc1)c1ccco1 (centres undefined)	x	-11

Compound	HIV RNase H inh	RmlC RmlD mix
Cc1ccc(/C=N/n2c(C)nnc2C)s1	-4	7
CCC1CCC2(CC1)NC(CO)(CO)CO2 (centres undefined)	0	-8
CCOc1ccc(CC(=O)NNC(=S)NC2CCCCC2)cc1OCC	x	-12
COCCN(Cc1cc2cc3c(cc2[nH]c1=O)OCO3)C(=O)c1cccs1	-4	-5
Cc1ccc(NC(=O)Nc2ccc(C(=O)N3CCOCC3)cc2)cc1	x	-14

An excerpt, so the mix of outcomes need not match the whole.
